# KCNQ1 block: inhibitors of human KCNQ1 channel, primary screen, cell-based, thallium flux, high-throughput; actives 1.3% (n = 310,000); B-score at 10 µM; CHO-K1 KCNQ1, FluxOR thallium flux fluorescence; active compounds read high; AID 2642, 2010; Potassium voltage-gated channel subfamily KQT member 1 (Homo sapiens), P51787;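 active means compounds whose thallium flux B-score, printed positive for inhibition, exceeds three library SD while starting fluorescence stays within three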;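 further: channel opened by potassium depolarization with thallium stimulus after 20 min compound exposure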
# hERG protect: hERG rescue from dofetilide block, primary screen, cell-based, CHO-hERG, FluxOR thallium flux, dofetilide IC70; Voltage-gated inwardly rectifying potassium channel KCNH2 (Homo sapiens), Q12809; activation (rescue from dofetilide block), less the hit threshold, % at 10 µM; actives 0.51% (n = 310,000); dofetilide IC70 present;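 active means activation above the mean of controls blocked by dofetilide plus 5 SD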;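 further: thallium influx through hERG after potassium depolarization seen as dye fluorescence rise; in these data hits start at about 4.7%; inactives centre near -7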
# KCNQ1 act: potentiators or activators of KCNQ1 channel, primary screen, cell-based, thallium flux, high-throughput; Potassium voltage-gated channel subfamily KQT member 1 (Homo sapiens), P51787; CHO-K1 KCNQ1, thallium flux FluxOR fluorescence; active compounds read high; B-score at 10 µM; actives 0.35% (n = 310,000); AID 2648, 2010;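 active means fluorescence ratio B-score, a plate-corrected score, at least three library SD, with initial intensity B-score within 5 SD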
#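 Assay system: CHO-K1 cells stably expressing KCNQ1; Medium: assay buffer with matched DMSO; Also added: K+/Tl+ depolarizing stimulus; Dosing: single dose; Timing: dye 90 min, compound 20 min, room temperature; Measured by: kinetic FluxOR thallium fluorescence, 10-s 1-Hz baseline, 110-s post-stimulus read; Read-out: peak-minus-minimum fluorescence over initial fluorescence, negative-control normalized, B-scored.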
# MrgX1 ag: agonists of human MrgX1 receptor, primary screen, HEK293 cells, Fluo-4 calcium flux; Mas-related G-protein coupled receptor member X1 (Homo sapiens), Q96LB2; Fluo-4 calcium fluorescence, agonist mode; active compounds read high; B-score at 10 µM; actives 0.44% (n = 310,000); AID 588627, 2011;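 active means calcium response B-score plate-corrected fluorescence ratio at least 3 library SD, with starting fluorescence B-score inside 5 SD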
# Target sequence (Q96LB2 whole entry, looked up): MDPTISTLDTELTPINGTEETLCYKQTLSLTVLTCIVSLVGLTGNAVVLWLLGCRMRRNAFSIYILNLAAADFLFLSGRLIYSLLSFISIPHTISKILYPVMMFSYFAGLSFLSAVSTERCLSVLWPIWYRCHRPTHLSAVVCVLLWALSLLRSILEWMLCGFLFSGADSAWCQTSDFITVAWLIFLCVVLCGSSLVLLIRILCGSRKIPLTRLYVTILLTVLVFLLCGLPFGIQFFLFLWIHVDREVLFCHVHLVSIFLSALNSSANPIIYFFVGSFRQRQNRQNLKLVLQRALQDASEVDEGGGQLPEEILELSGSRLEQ
#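 Material: HEK293 cells stably expressing human MrgX1 receptor | Quantity: 15,000 cells per well | Times: Cells plated overnight, dye loaded 0.5 h 37 °C, 0.5 h room temperature | Measured by: Kinetic Fluo-4 NW fluorescence of intracellular calcium | Control set: Positive and negative controls per plate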
# KCNK3 block: human KCNK3 channel inhibitors, primary screen, CHO cells, FluxOR thallium flux, B-score; B-score at 10 µM; Potassium channel subfamily K member 3 (Homo sapiens), O14649; actives 0.84% (n = 340,000); FluxOR fluorescence; active compounds read low;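 active means B-score under library mean minus 4 SD, starting fluorescence ratio at most library mean plus 5 SD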;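 further: more negative B-score means stronger inhibition of thallium flux through KCNK3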
# Target sequence (O14649 whole entry, looked up): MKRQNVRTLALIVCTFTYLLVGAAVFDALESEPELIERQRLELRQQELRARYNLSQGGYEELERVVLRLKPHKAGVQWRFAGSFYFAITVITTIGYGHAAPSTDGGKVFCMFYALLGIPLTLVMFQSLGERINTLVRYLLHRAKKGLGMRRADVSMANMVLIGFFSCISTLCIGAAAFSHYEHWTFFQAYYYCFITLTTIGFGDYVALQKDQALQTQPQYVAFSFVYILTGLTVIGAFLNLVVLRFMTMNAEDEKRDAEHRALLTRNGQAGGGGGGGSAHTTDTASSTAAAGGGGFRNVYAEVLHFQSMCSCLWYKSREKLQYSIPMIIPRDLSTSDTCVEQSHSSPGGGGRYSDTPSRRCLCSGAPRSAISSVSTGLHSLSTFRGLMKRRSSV
# KCNK9 block: KCNK9 potassium channel inhibitors, primary screen, HEK293 cells, thallium flux; FluxOR thallium flux fluorescence; active compounds read low; B-score at 10 µM; actives 1.2% (n = 310,000); AID 488922, 2010;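 active means ratio B-score over 3 SD below the library mean, with starting fluorescence within 5 SD of its mean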;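 further: negative B-score means less thallium flux so channel inhibition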
# MrgX1 allo act: positive allosteric modulators of MrgX1, primary screen, HEK293 cells, Fluo-4 calcium flux; Mas-related G-protein coupled receptor member X1 (Homo sapiens), Q96LB2; AID 588675, 2011; B-score at 10 µM; actives 0.63% (n = 310,000); FDSS; active compounds read high;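 active means plate-corrected calcium response at least 3 library SD above typical, normal starting fluorescence, not activating the receptor alone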;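 further: compound read alongside a low EC10 to EC30 dose of BAM8-22 agonist; peak minus trough fluorescence over baseline measured at the second addition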
# RGS4 pot: RGS4 potentiators or activators, primary screen, cell-based, HEK293 M3R inducible RGS4, calcium flux; actives 0.92% (n = 310,000); carbachol calcium flux Fluo4; active compounds read low; B-score at 10 µM;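 active means B-score of the integrated calcium signal more than 4 SD below the library mean, with starting fluorescence not abnormally high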;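 further: negative B-score means reduced calcium response which marks RGS4 activation or potentiation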
#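 Material: M3R-expressing HEK293 line, RGS4 induced by doxycycline | Schedule: Overnight RGS4 induction, 30 min dye load 37 °C, 20 min compound RT | Measured by: Fluo4 fluorescence kinetic imaging of calcium | Read-out: Integrated calcium ratio converted to B score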
# ANO1 activ: TMEM16A chloride channel activators or potentiators, primary screen, cell-based, HTS | Anoctamin-1 (Mus musculus), Q8BHY3 | HEK293 TMEM16A/YFP-H148Q/I152L, iodide quench fluorescence; active compounds read low | B-score at 10 µM | actives 0.3% (n = 340,000) | AID 623877, 2012;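 active means fluorescence-ratio B-score plate-corrected deviation score at least 3 library SD below zero, with starting fluorescence score within 5 deviations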;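 further: channel opened by trigger with iodide after compound preincubation; score built on the fluorescence ratio of max minus min over baseline; more negative score means more quench and so TMEM16A activation or potentiation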
# ANO1 block: TMEM16A chloride channel inhibitors, primary screen, cell-based, HTS | Anoctamin-1 (Mus musculus), Q8BHY3 | HEK293 TMEM16A/YFP iodide influx fluorescence, ionomycin | normalized B-score (activity score, 25-100; higher = stronger inhibition) at 10 µM | actives 1.2% (n = 310,000) | AID 588511, 2011;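 active means ratio plate-corrected score three or more library SD toward inhibition, starting fluorescence score within five deviations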;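 further: score derived from kinetic fluorescence span divided by baseline fluorescence per well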
# RGS4 block: RGS4 inhibitors, primary screen, cell-based, HEK293 M3R inducible RGS4, calcium flux; AID 463165, 2010; Regulator of G-protein signaling 4 (Homo sapiens), P49798; actives 0.45% (n = 310,000); B-score at 10 µM; Fluo-4 calcium flux; active compounds read high; triggered by carbachol at its EC20;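 active means B-score, a plate-corrected calcium signal, over three deviations above library mean, with baseline fluorescence within five deviations of library mean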;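 further: RGS4 expression induced by doxycycline in cells with stable M3 receptor; B-score is computed from the integrated fluorescence ratio over baseline after carbachol; higher B-score means a larger calcium signal and so more RGS4 inhibition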
# Target sequence (P49798 whole entry, looked up): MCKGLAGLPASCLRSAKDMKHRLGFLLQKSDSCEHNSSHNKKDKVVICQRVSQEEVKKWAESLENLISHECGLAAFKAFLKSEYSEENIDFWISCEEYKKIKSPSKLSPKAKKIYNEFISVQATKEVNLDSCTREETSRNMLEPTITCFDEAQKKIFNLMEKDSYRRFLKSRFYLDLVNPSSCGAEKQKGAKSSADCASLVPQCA
# Numbers without * were called inactive; i = inactive; / = no result given.
cpd	SMILES	KCNQ1 block	RGS4 pot	ANO1 activ	KCNQ1 act	RGS4 block	KCNK3 block	hERG protect	MrgX1 ag	KCNK9 block	MrgX1 allo act	ANO1 block
1	CCOc1ccc(NC(=O)C2CC(=O)N(c3ccc4c(c3)OCCO4)C2)cc1OCC (centres undefined)	i	i	i	i	i	i	-12	i	i	i	i
2	CC(=O)N1CCc2cc(S(=O)(=O)CCC(=O)Nc3ccc4c(c3)OCCO4)ccc21	i	i	i	i	i	i	-2	i	i	i	i
3	Cc1cc2nnc(SCc3ccccc3)n2c(N)n1	i	i	/	i	i	i	-11	i	i	i	i
4	COc1ccccc1N(CC(O)COc1ccc(C)cc1)S(=O)(=O)c1ccccc1 (centres undefined)	i	i	i	i	i	i	-3	i	i	i	i
5	Cc1onc(-c2ccccc2Cl)c1C(=O)NNC(=O)c1nn(C)cc1Cl	i	i	i	i	i	i	-7	i	i	i	i
6	COc1ccc(NC(=O)N2CCN(C(=O)C(Cc3ccc(F)cc3)NC(C)=O)CC2)cc1 (centres undefined)	i	i	i	i	i	i	-12	i	i	i	i
7	CCOc1ccc(NC(=O)C2C(C(=O)O)C3(Cl)C(Cl)=C(Cl)C2(Cl)C3(Cl)Cl)cc1 (centres undefined)	i	i	i	i	i	i	2	i	i	i	i
8	CCN(CCCNC(=O)C1CCN(S(=O)(=O)N2CCC3(CC2)OCCO3)CC1)c1ccccc1	i	i	i	i	i	i	-5	i	i	i	i
9	CCN1C(=O)/C(=C/N(C(C)=O)c2ccccc2)N(c2ccccc2)C1=S	i	i	i	i	i	i	-4	i	i	i	i
10	Cc1csc(NC(=O)CSc2nc(=O)n(CCCN(C)C)c3c2CCC3)n1	i	i	i	i	i	i	-10	i	i	i	i
11	O=C(NC(=S)Nc1cc([N+](=O)[O-])ccc1O)c1cccnc1	i	i	i	i	i	i	-8	i	i	i	i
12	NC(=O)COC(=O)c1cccc2c1-c1ccccc1C2=O	i	i	i	i	i	i	-15	i	i	i	i
13	CC(Sc1nnc(N)s1)C(=O)NC1CCCCC1C (centres undefined)	i	i	i	i	i	i	-13	i	i	i	i
14	CCOC(=O)C1CCN(C(=O)c2ccc(CNS(=O)(=O)c3ccc(OC)cc3)cc2)CC1	i	i	i	i	i	i	-19	i	i	i	i
15	CC(=O)Nc1ccc(S(=O)(=O)Nc2cc(-c3ccccc3)nn2C)cc1	i	i	i	i	i	i	-3	i	i	i	i
16	Cc1cc(N2CCOCC2)nc2ccc(NC(=S)NCCN(C)C)cc12	i	i	i	i	i	i	-4	i	i	i	i
17	COc1ccc(N2CCN(c3ccc4nnc(CCC(=O)Nc5ccc(C)cc5)n4n3)CC2)cc1	i	i	i	i	i	i	-11	i	i	i	i
18	N#C/C(=C/c1ccc(N2CCOCC2)o1)C(=O)Nc1ccccc1	i	i	i	i	i	i	-34	/	-6.6*	/	/
19	COc1ccccc1N1CCN(Cc2cc(=O)n3ccsc3n2)CC1	i	i	i	i	i	i	-4	i	i	i	i
20	CCn1cc(C(=O)N2CCOCC2)c(=O)c2cc(S(=O)(=O)N(C)C3CCCCC3)ccc21	i	i	i	i	i	i	-6	i	i	i	i
21	Cc1nn(-c2ccccc2)c(C)c1NC(=O)COC(=O)CC(C)c1ccccc1 (centres undefined)	i	i	i	i	i	i	-10	i	i	i	i
22	Cc1cc(Cl)ccc1Oc1ncnc2oc(-c3ccccc3)cc12	i	i	i	i	i	i	-10	i	i	12*	i
23	COc1ccc(CN=C2NC(=O)CC(C(=O)Nc3cc(C)cc(C)c3)S2)cc1 (centres undefined)	i	i	i	i	i	i	-4	i	i	i	i
24	CCOC(=O)N1CCC(n2c(SCC(=O)N3CCCC3)nc3ccccc3c2=O)CC1	i	i	i	i	i	i	-13	i	i	i	i
25	CC(C)c1nc(SCC(=O)NCc2ccccc2)n[nH]1	i	i	i	i	i	i	-7	i	i	i	i
26	Cc1cc(OCCN2CCCCC2)nc2ccccc12	i	i	/	i	i	/	-8	i	i	i	i
27	COc1ccc(/C=N/NC(=O)c2cccc(Br)c2)cc1CSc1ccccn1	i	i	i	i	i	i	-10	i	i	i	i
28	c1csc(-c2noc(CN3CCc4sccc4C3)n2)c1	i	i	i	i	i	i	-14	i	i	i	i
29	COc1ccc(C(=O)OCC(=O)Nc2nnc(-c3ccccc3)o2)cc1	i	i	i	i	i	i	-12	i	i	i	i
30	CC(=O)NC(CC(=O)O)c1ccc(F)cc1 (centres undefined)	i	i	i	i	i	i	-8	i	i	i	i
31	CCOP(=O)(OCC)c1ccccc1OCP(C)(=O)COc1ccccc1P(=O)(OCC)OCC	i	i	i	i	i	i	-6	i	i	i	i
32	O=C(Nc1nc2ccsc2c(=O)s1)c1ccc(F)cc1	i	i	i	i	i	i	-9	i	i	i	i
33	Cc1ccc(Nc2cc(-c3ccccc3)nc3ncnn23)cc1	i	i	i	i	i	i	-8	i	i	i	i
34	CCOC(=O)c1ccc(NC(=O)c2cc3c(C)nn(-c4ccccc4Cl)c3s2)s1	i	i	i	i	i	i	-10	i	i	i	i
35	CC(=O)Nc1ccc(S(=O)(=O)Nc2nccc(C3Cc4ccccc4C(=O)O3)n2)cc1 (centres undefined)	i	i	i	i	i	i	-8	i	i	i	i
36	COc1ccc(C2CC(c3cccs3)=Nc3ccccc3S2)cc1OC (centres undefined)	i	i	i	i	i	i	-6	i	-8.6*	i	i
37	O=C(N/N=C/c1c(F)cccc1Cl)C(=O)N1CCCCCC1	i	i	i	i	i	i	-9	i	i	i	i
38	COC(=O)c1ccc(-n2ccnc2)cc1	i	i	i	i	i	i	-1	i	i	i	i
39	Cc1ccccc1-c1ccc(C=Nc2c(C)n(C)n(-c3ccccc3)c2=O)o1	i	i	i	i	i	i	-6	i	i	i	i
40	Cc1csc(C(C#N)C(=O)c2ccncc2)n1 (centres undefined)	i	i	i	i	i	i	-2	i	i	i	i
41	O=C(OCc1cc2ccccc2[nH]c1=O)c1ccco1	i	i	i	i	i	i	-10	i	i	i	i
42	CSc1nc(N)nc(SC2C=CCCC2)c1C#N (centres undefined)	i	i	i	i	i	i	-2	i	i	i	i
43	Cc1ccc2nc(-c3ccccn3)cc(C(=O)NC(C)C(C)(C)C)c2c1 (centres undefined)	i	i	i	i	i	i	-11	i	i	i	i
44	CC(=O)SCC(Cc1ccccc1)C(=O)NCC(=O)OCc1ccccc1 (centres undefined)	i	i	/	i	i	/	-11	i	i	i	i
45	O=[N+]([O-])c1cc(/C=N/N2CCN(Cc3ccccc3)CC2)ccc1Cl	i	i	i	i	i	i	-7	i	i	i	i
46	COc1ccc(Cc2n[nH]c(=S)n2NC(=O)Nc2ccc(C)cc2)cc1	i	i	i	i	i	i	-6	i	i	i	i
47	CC(C)[C@H](NC(=O)c1ccccc1)C(=O)OCC(=O)Nc1ccc(Cl)cc1C(F)(F)F	i	i	i	i	i	i	-1	i	i	i	i
48	COc1cc(C(=O)NC2CCCC2)c(Br)c(OC)c1OC	i	i	i	i	i	i	-12	i	i	i	i
49	O/N=C1/CCCCC1c1ccccn1 (centres undefined)	i	i	i	i	i	i	-11	i	i	i	i
50	O=C(NCc1ccccc1)c1ccc2c(c1)C(=O)N(Cc1ccncc1)C2=O	i	i	i	i	i	i	-10	i	i	i	i
51	CCn1cc(CN2CCN(Cc3ccccc3)C(CCO)C2)c2ccccc21 (centres undefined)	i	i	i	i	i	i	-1	i	i	i	i
52	O=C(CCCn1c(=S)[nH]c2ccc(Br)cc2c1=O)NCc1ccccn1	i	i	i	i	i	i	-2	i	i	i	i
53	Cc1cc(Cl)ccc1NC(=S)NCCN1CCOCC1	i	i	i	i	i	i	-7	i	i	i	i
54	O=c1c2ccccc2ncn1-c1ccc2c(c1)OCCO2	i	i	i	i	i	i	-9	i	i	i	i
55	CCOC(=O)C1=C(COC(=O)COc2ccc(C#N)cc2)NC(=O)NC1C (centres undefined)	i	i	i	i	i	i	-16	i	i	i	i
56	COCCNC(=O)CN(C)S(=O)(=O)c1ccc2c(c1)OCCO2	i	i	i	i	i	i	-10	i	i	i	i
57	Cc1c(C(=O)NC(C(C)C)C(C)C)cccc1[N+](=O)[O-]	i	i	i	i	i	i	-10	i	i	i	i
58	Cc1ccc(C(=O)/C=C/c2cn(CC(O)CN3CCOCC3)c3ccccc23)cc1 (centres undefined)	/	/	i	/	/	i	/	i	/	i	i
59	O=C(c1ccc(Sc2ccc(F)cc2)c([N+](=O)[O-])c1)N1CCOCC1	i	i	i	i	i	i	-5	i	i	i	i
60	CN(C)/C=C/C(=O)c1cccc(C(F)(F)F)c1	i	i	i	i	i	i	-1	i	i	i	i
61	COC(=O)c1cc(NC(=O)Cc2ccccc2[N+](=O)[O-])ccc1Cl	i	i	i	i	i	i	-8	i	i	i	i
62	CC(C)Cc1cc(C(=O)NCc2ccco2)no1	i	i	i	i	i	i	-7	i	i	i	i
63	O=C(CSc1ncn[nH]1)N1CCN(S(=O)(=O)c2ccccc2)CC1	i	i	i	i	i	i	-13	i	i	i	i
